# PGC1a acetyl inh: inhibitors of PGC1a acetylation signal, primary screen, cell-based, U2OS, AlphaScreen, inhibitor mode; AlphaScreen anti-acetyl-lysine; with virally co-expressed GCN5 acetyltransferase; inhibition, % at 15.6 µM; 350,000 compounds, 0.17% hits;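 active = every replicate shows inhibition of at least 40%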;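 note: 0% = neutral control wells and 100% = positive control wells; some results beyond the cut were filed as inactive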
# CFTR F508del cor: F508del CFTR correction, initial screen, CFBE line, single point | CFBE cells, YFP halide quenching; stimulated with forskolin plus potentiator P3; % fluorescence drop versus neutral controls | activity (quench increase), % at 7.58 µM | 350,000 compounds, 0.36% hits;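 active = mean added fluorescence quench of at least 8% versus neutral control, with both replicates also reaching 8%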;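 note: cells transiently co-express mutant CFTR-F508del with the halide-sensitive YFP; corrector assay measuring rescue of mutant channel to the surface after 24 h compound exposure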
# PglD inh: C. jejuni PglD acetyltransferase inhibitors, primary screen, biochemical, DTNB colorimetric, single point. 360,000 compounds, 0.098% hits. UDP-N-acetylbacillosamine N-acetyltransferase PglD (Campylobacter jejuni). inhibition, % at 12.5 µM. purified PglD enzyme, DTNB colorimetric CoA detection. AID 602405, 2012; in the data active = inhibition above about 16%, passing the limit was not always enough; note: strong numbers were not always called active
# miR-122 sensor: miR-122 Renilla sensor signal increase in Huh7, primary screen, miR-122 inhibitor project, cell-based, single point, plate reader. Huh7 miR-122 Renilla luciferase sensor, 48 h; neutral wells = 0, positive control = 100. activation (reporter increase), % at 12.5 µM. 340,000 compounds, 0.3% hits;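 active = mean replicate activation score at least 90 and every replicate individually at or above 90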;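 note: higher luciferase means less miR-122 activity so hits act as miR-122 inhibitors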
# Cneo AK release: Cryptococcus neoformans cell lysis inducers, primary screen, AK release luminescence, single concentration; 360,000 compounds, 0.2% hits; C. neoformans lysis, adenylate kinase release luminescence, 4 h; normalised: neutral wells 0, clomiphene wells 100; AID 651654, 2012; lysis activity, % at 15 µM;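 active = mean lysis activity across replicates of at least 80%, whatever share of replicates individually reach that level; inactive = mean lysis activity below 80%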
#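 Assay system: log-phase C. neoformans yeast / Quantity: yeast cell density of 5 × 10^6 cells/mL / Medium: fresh YPD growth medium / Compound: single dose / Timing: static 4 h at 37 °C with compound, 1 h detection / Measured by: adenylate kinase release luminescence / Read-out: lysis from increased AK signal / Benchmarks: Clomiphene as positive lysis control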
# C2C12 statin: suppressors of statin myotoxicity in C2C12 myotubes, primary screen, cell-based, single point, plate reader; AID 602340, 2012; 330,000 compounds, 0.78% hits; C2C12 myotubes + simvastatin, ATP luminescence, 48 h; scaled: DMSO 0, geranylgeraniol control 100; rescue of ATP level, % at 7.49 µM;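 active = mean ATP rescue above about 67%, or every replicate alone reaching that limit, limit read from the data, passing the limit was not always enough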;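 note: myotubes were challenged with 10 µM simvastatin during compound exposure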
# FN deposit inh: inhibitors of fibronectin matrix deposition, primary screen, AH1F cells, Alexa488-fibronectin fluorescence, plate reader. AH1F fibroblasts, overnight. inhibition, % at 12.6 µM. 350,000 compounds, 0.086% hits. AID 743247, 2014;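 active = mean inhibition across replicates of 30% or more, regardless of how many single replicates reach that level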;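 note: positive control wells lacked labelled fibronectin entirely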
#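 Test system: AH1F fibroblast monolayer depositing Alexa488-labelled fibronectin into matrix. Input: 10000 cells per well. Technique: fluorescence, ex 485 nm, em 525 nm. Buffer or medium: DMEM plus 2% serum, read in PBS. Timing: 1 h cell adhesion before compound, then overnight fibronectin incubation. Compound: single dose, pinned. Read-out basis: inhibition from reduced deposited-fibronectin fluorescence.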
# GSIS activator: GLuc luminescence reporter in INS-1E cells, primary screen for activators of glucose-dependent secretion of insulin | INS-1E GLuc reporter insulin secretion, 2-3 h | activation, % at 16.6 µM | 370,000 compounds, 0.61% hits;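 active = lowest replicate activation of at least 40%, so every replicate reaches that level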;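 note: 0% = median of neutral control wells and 100% = median of IBMX positive control wells; some compounds called inactive have numbers as strong as hits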
# Active calls of the source: *; · = no result given; [ ] = another dose, or the depositor's remark. Outcome played no part in choosing rows, and some 2.1% of all compounds hit somewhere here.
SMILES,PGC1a acetyl inh,CFTR F508del cor,PglD inh,miR-122 sensor,Cneo AK release,C2C12 statin,FN deposit inh,GSIS activator
CCNC(=O)[C@H]1[C@H](CO)[C@H]2Cn3c(ccc(C4=CCCC4)c3=O)[C@@H]1N2C(=O)C1CC1,-4,-0.6,0,-2[16.7 µM],2,-5,·,8
C[C@@H]1CCC[C@@]2(O[C@H](CCO)C[C@H](O)[C@H]2O)O1,3,2.2,2,1,-2,-8,-8,-1
CC(=O)c1ccc(NC(=O)COC(=O)CC2CC3CCC2C3)cc1 (stereo unspecified),-3,-3.6,3,-6,-2,0,0,-47
CC(Oc1ccc(-c2nnco2)cc1)C(=O)N1CCOCC1 (stereo unspecified),·,-1.7,4,·,0,-3,4,13
Cc1noc(C)c1S(=O)(=O)N(C)C[C@@H]1Oc2ccc(N(C)C)cc2CC(=O)N([C@@H](C)CO)C[C@@H]1C,0,2.7,-2,2[16.7 µM],36,13,-7,2
COc1ccc(OC)c(N(CC(=O)Nc2cccnc2)S(=O)(=O)c2ccccc2)c1,2,·,-5,82,·,11,-11,-21
O=c1[nH]nc(-c2ccc([N+](=O)[O-])o2)c(=O)[nH]1,-3,-1.5,7,·,0,3,0,0
Oc1cc(Cl)cc(Cl)c1Cl,8,3.1,0,2,4,2,·,-20
CCOc1ccc(C(=O)Nc2nnc(C)s2)cc1OCC,·,·,-2,4,5,-1,5,·
CSc1ccc(CN2CCC(C)(Oc3cccc(Cl)c3)C2)cc1 (stereo unspecified),·,-1.1,7,-1,-1,-1,-2,-20
COc1cccc(C(=O)/C=C/Nc2ccc(S(=O)(=O)Nc3cccc(C(C)=O)c3)cc2)c1,-18,·,-6,56,2,38,·,·
Cc1cc2cc(C(c3nnnn3C3CCCC3)N(Cc3cccnc3)Cc3ccco3)c(=O)[nH]c2cc1C (stereo unspecified),4,·,-11,-2,0,3,8,-36
Cc1ccc(C)c(-n2c(-c3csc(C)c3C)n[nH]c2=S)c1,-2,·,0,1,-1,·,-35,48
CCCC(C)C(=O)Nc1ccc(NC(C)=O)cc1 (stereo unspecified),1,·,3,1,1,-12,·,·
Cc1ccc(-c2ccccc2[C@H]2[C@@H](C#N)N(c3ncc(-c4ccccc4)s3)[C@@H]2CO)cc1,15,-3.9,·,·,·,·,16,7
CSc1ccc(-c2cccc3nncn23)cc1,·,-1.2,-2,·,11,8,2,·
Cc1cccc(-c2cc(C(=O)N/N=C/c3cccnc3)c3ccccc3n2)c1,14,-0.8,-4,3,-20,9,8,2
COC(=O)C1C(=O)/C(=C/N(C)C)C(=O)CC1(C)C (stereo unspecified),8,1.3,2,-3,4,-5,6,4
CCCc1cc2c(cc1NC(=O)c1ccccc1C)OCO2,-10,·,-2,-4,2,-6,·,·
CCn1c(=O)cc(SCC(=O)N2CCN(c3ccccn3)CC2)c2ccccc21,-3,·,0,0,-5,1,-5,-2

# Next section; it opens with the 2 that closed the last part.
SMILES,PGC1a acetyl inh,CFTR F508del cor,PglD inh,miR-122 sensor,Cneo AK release,C2C12 statin,FN deposit inh,GSIS activator
CCCc1cc2c(cc1NC(=O)c1ccccc1C)OCO2,-10,·,-2,-4,2,-6,·,·
CCn1c(=O)cc(SCC(=O)N2CCN(c3ccccn3)CC2)c2ccccc21,-3,·,0,0,-5,1,-5,-2
O=C1CCC(C(=O)OCC(=O)c2c[nH]c3ccccc23)=NN1,-16,·,10,12,-2,-2,9,15
NC(=O)c1ccccc1NC(=O)c1ccccc1F,15,·,-1,-6,-2,-7,·,·
Cc1ccc(-c2ccc(=O)n(CCC(=O)N3CCN(c4ccccc4)CC3)n2)cc1,-4,-0.1,·,9,0,-1,0,-11
O=S(=O)(NCC(c1ccccc1)N1CCC(O)CC1)c1ccc(Cl)cc1 (stereo unspecified),11,1.5,0,0,1,-2,-14,1
O=C(C[C@@H]1C[C@H]2c3cc(NC(=O)c4cccnc4)ccc3O[C@H]2[C@H](CO)O1)NCc1ccccc1,-2,-1.0,0,7[16.7 µM],-2,-5,0,-11
CCn1c(C(=O)N2CCC(Cc3ccccc3)CC2)cc2sccc21,16,·,-6,0,-3,38,·,-35
Cc1sc2ncn(CC(=O)N3CCN(c4ccccn4)CC3)c(=O)c2c1S(=O)(=O)N1CCCCC1,5,-0.3,2,-8,0,7,1,-9
O=C(Nc1ccc(Cl)cc1)c1csc([C@@H]2C[C@H](O)[C@@H](CO)O2)n1,15,3.3,2,10,2,-8,·,·
CCOC(=O)c1c(C)nc2c(c1-c1cc(OC)c(OC)c(OC)c1)C(=O)c1ccccc1-2,·,·,-7,-6,-1,-1,-14,·
COc1ccc(S(=O)(=O)N2CCCC2C(=O)Nn2cnnc2)cc1 (stereo unspecified),-3,·,-1,-2,-6,6,-5,·
O=C(CCNS(=O)(=O)c1c(Cl)cccc1Cl)OCC(=O)c1ccccc1F,·,·,-5,1,-3,·,9,-11
COc1ccc2[nH]c3c(c2c1)CCN1C(=O)C(CC(=O)NCCc2ccccn2)C[C@H](C(=O)N(C(C)C)C(C)C)[C@@]31C (stereo partly specified),-2,-1.5,4,-10,40,21,-1,-9
CN(c1cccc(NC(=O)c2ccc(C(C)(C)C)cc2)c1)S(C)(=O)=O,-2,-5.6,4,-4,-9,-45,8,-32
CN1C(=O)/C(=C/c2ccc(OCc3ccccc3F)cc2)N(C)C1=S,·,-1.5,3,0,0,1,-7,0
O=C(CCc1nc(-c2ccccc2)no1)NCc1ccco1,-35,·,-1,-2,0,3,·,·
CCc1nc2ccccc2c(C(=O)OC2CCCCC2=O)c1C (stereo unspecified),1,-1.2,5,-2,1,-3,-4,10
COc1ccc(NC(=O)Nc2cccc3c2O[C@@H](CN(C)C(=O)Nc2ccc4c(c2)OCO4)[C@H](C)CN([C@@H](C)CO)C3=O)cc1,-3,-0.7,1,2[16.7 µM],0,35,·,6
Cc1cccc(N(CC(=O)NC2CCCC2)C(=O)CCC(=O)Nc2nc(C)cs2)c1,-6,0.2,2,1,0,8,3,4
O=C(CC(n1cncn1)C(Cl)(Cl)Cl)c1ccc([N+](=O)[O-])cc1 (stereo unspecified),1,-7.2,3,-1,-2,-3,-2,13
N#Cc1c(-c2ccco2)cc(-c2ccc(F)cc2)nc1N,32,·,7,13,2,8,·,·

# Looked up above:
# For miR-122 sensor, O=C(C[C@@H]1C[C@H]2c3cc(NC(=O)c4cccnc4)ccc3O[C@H]2[C@H](CO)O1)NCc1ccccc1 is entered as 7[16.7 µM]
# For FN deposit inh, O=C1CCC(C(=O)OCC(=O)c2c[nH]c3ccccc23)=NN1 is entered as 9
# For Cneo AK release, O=C(CCNS(=O)(=O)c1c(Cl)cccc1Cl)OCC(=O)c1ccccc1F is entered as -3
# For C2C12 statin, NC(=O)c1ccccc1NC(=O)c1ccccc1F is entered as -7
# For GSIS activator, CCn1c(C(=O)N2CCC(Cc3ccccc3)CC2)cc2sccc21 is entered as -35
# For CFTR F508del cor, O=C(CC(n1cncn1)C(Cl)(Cl)Cl)c1ccc([N+](=O)[O-])cc1 (stereo unspecified) is entered as -7.2
# For CFTR F508del cor, COc1ccc2[nH]c3c(c2c1)CCN1C(=O)C(CC(=O)NCCc2ccccn2)C[C@H](C(=O)N(C(C)C)C(C)C)[C@@]31C (stereo partly specified) is entered as -1.5

# Additional entries:
SMILES,PGC1a acetyl inh,CFTR F508del cor,PglD inh,miR-122 sensor,Cneo AK release,C2C12 statin,FN deposit inh,GSIS activator
COc1ccccc1CNC(=O)[C@H](NC(=O)C1CCN(C(=O)[C@@H](N)CCSC)CC1)C(C)C,3,0.0,0,-8,-1,1,·,20
CC(=O)Nc1ccc2c(c1)CCC2=O,-8,·,3,9,-2,-1,1,11
CN(C)C(=O)C[C@@H]1CC[C@@H](NC(=O)C2CCC2)[C@H](CO)O1,38,-0.4,0,·,6,0,·,3
CCOC(=O)c1ccc(N=Cc2c(O)c3ccccc3oc2=O)cc1,·,0.9,·,·,·,-12,6,1
CCOc1ccc(NCc2cccn2-c2nnc(N3CCC(C(=O)NCCCN4CC(C)CC(C)C4)CC3)s2)cc1 (stereo unspecified),·,-1.1,0,6,-1,14,-3,-16
Cc1ccc(C(=O)NCCc2nnc(SCC(=O)Nc3nc(-c4ccccc4)cs3)n2C)cc1,-3,·,6,-2,1,-40,-15,·
CCOc1ccc(Oc2c(/C=N/NC(=O)C3CC3)c(C)nn2-c2ccccc2)cc1,0,·,-1,-23,-4,20,-1,·
C[C@H]1CN([C@@H](C)CO)C(=O)Cc2cc(NC(=O)C3CCCCC3)ccc2O[C@@H]1CN(C)S(=O)(=O)c1ccc(Cl)cc1,6,0.1,0,1[16.7 µM],79,14,·,-7
C[C@@H]1CN([C@@H](C)CO)C(=O)c2cc(C#CCN(C)C)cnc2O[C@H]1CN(C)C(=O)Cc1cccnc1,8,-6.1,1,-5[16.7 µM],-1,-1,-2,17
O=S(=O)(NCc1ccc(Cl)cc1)c1cnc[nH]1,·,·,5,-1,3,-5,-11,·
CS(=O)(=O)N1[C@H](CO)[C@@H](c2ccccc2)[C@@H]1C#N,-11,-0.7,-5,·,52,-1,1,17
O=C(C[C@H]1C=C[C@H](NS(=O)(=O)c2cccc(F)c2)[C@H](CO)O1)NCc1ccc2c(c1)OCO2,-7,0.6,0,·,2,5,7,-4
COc1ccc(NC(=O)CCNC(=O)C2CCN(S(=O)(=O)c3ccc(OC)cc3)CC2)cc1,5,-1.0,-8,2,-1,9,5,-4
CCOC(=O)N1CCN(c2nc3ccccc3nc2C(C#N)C(=O)NCCc2ccccc2)CC1 (stereo unspecified),·,·,1,·,1,5,·,-19
N#Cc1cc2c(nc1SCC(=O)N1CCCCC1)CCCCC2,-3,·,-3,-7,-2,117*,12,·
NC(=O)C1CCN(C(=O)Cc2ccsc2)CC1,·,2.9,11,-6,2,-8,6,24
CC(=O)c1cccc(CN2CCCCC2C(=O)Nc2ccc(Oc3ccccc3)nc2)c1 (stereo unspecified),·,-3.1,3,·,-1,·,5,-4
CC1CCCC(C)N1C(=O)COC(=O)c1nn(C)c(=O)c2ccccc12 (stereo unspecified),·,-0.8,0,·,-1,3,2,0
C[C@@H]1CCCCO[C@H](CN(C)C(=O)CCCN(C)C)[C@@H](C)CN([C@@H](C)CO)C(=O)c2cc(NC(=O)NC3CCCCC3)ccc2O1,12,-0.9,0,7[16.7 µM],1,·,·,-10
COc1ccc(-c2nc3c(c(=O)[nH]c(=O)n3Cc3ccccc3)n2Cc2ccccc2)cc1,12,·,4,8,0,9,-3,·
CCCn1c(-c2nonc2N)nc2ccccc21,4,·,-1,-5,4,3,4,·
CC(=O)Nc1ccc(-c2nnc(SCc3ccc(C)cc3)n2C)cc1,-2,·,-2,1,0,-5,·,·
Cc1ccc2nc(NCCc3ccc(Cl)cc3)c3nncn3c2c1,0,-0.3,1,3,4,-4,3,17
CO[C@@H]1CN(C)C(=O)c2cc(NC(C)=O)ccc2OC[C@@H](C)N(Cc2ccccn2)C[C@@H]1C,-9,3.0,6,-3[16.7 µM],-2,-10,10,-7
O=C(/C=C/Nc1ccc([N+](=O)[O-])cc1)c1ccc(Br)cc1,-10,·,1,-1,9,·,1,-1

# Bioassay records deposited in PubChem by Broad Institute.
